Scp-1 inhibitor: Scp-1 phosphatase inhibitors, primary screen, biochemical, colorimetric, uHTS; AID 493091, 2011; 340,000 compounds, 0.88% hits; inhibition, % at 20 µM; Recombinant Scp1, phosphopeptide, malachite green phosphate absorbance; Carboxy-terminal domain RNA polymerase II polypeptide A small phosphatase 1 (Homo …;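 active = inhibition above about 50% at 20 µM, limit read from the data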;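 note: plate controls were DMSO wells with enzyme for no effect and wells lacking enzyme for full effect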
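assay system = SCP-1 phosphatase catalytic domain, residues 76-261 | buffer or medium = 50 mM Tris acetate pH 5.5, 0.005% Tween-20, 10 mM MgCl2 | incubation = enzyme reaction 45 min at room temperature, colour 5 min, stabilisation 30 min | signal = Phosphate-binding colour reagent, absorbance read at 630 nm | measure = % inhibition at 20 µM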
Tb MetRS inh: T. brucei MetRS inhibitors, primary screen, biochemical, luminescence; purified T. brucei MetRS, ATP depletion, Kinase-Glo luminescence; inhibition, % at 11.9 µM; 360,000 compounds, 0.4% hits; AID 624268, 2012;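 active = inhibition above a per-plate cutoff of the control wells' mean inhibition plus 3 SD, cut at about 5.5% in these data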;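 note: 0% = DMSO wells median and 100% = median of wells with control inhibitor compound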
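Material: T. brucei methionyl-tRNA synthetase, purified; reagent: substrates ATP, L-methionine and bulk Escherichia coli tRNA; dosing: 11.9 µM single point; timing: 15 min plus 2 h at 25 °C; detection: luminescence of leftover ATP; evaluation: % inhibition; control set: DMSO-only wells as low control; replicates: singlicate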
PABP1 MLLE inh: inhibitors of PABP1 MLLE–PAM2 peptide binding, primary screen, biochemical, fluorescence polarization, FITC-PAM2, GST-MLLE. inhibition, % at 20 µM. 360,000 compounds, 0.36% hits; in the data active = inhibition above about 35%, passing the limit was not always enough;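 note: plate controls were DMSO wells with GST-MLLE for no effect and wells lacking GST-MLLE protein for full effect; some results filed as inactive read as strong as hits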
NadD inh: inhibitors of S. aureus NadD, primary screen, biochemical, colorimetric, uHTS | Nicotinate-nucleotide adenylyltransferase NadD (Staphylococcus aureus N315) | purified NadD enzyme, colorimetric absorbance read-out | inhibition, % at 20 µM | 360,000 compounds, 0.78% hits | AID 602399, 2012; in the data active = inhibition above about 26%; note: some compounds past the cut are filed as inactive
Rpn11 inh: Rpn11 (PSMD14) deubiquitinase inhibitors, primary screen, biochemical, fluorescence polarization, uHTS | calls only at 20 µM | AID 588493, 2011 | 360,000 compounds, 0.59% hits | human 26S proteasome, Ub4-pepOG fluorescence polarization; 20S core pre-blocked with epoxomicin | 26S proteasome non-ATPase regulatory subunit 14 (Homo sapiens), O00487;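 active = inhibition at 20 µM, scaled to each plate's controls, above about 33%, limit read from the data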
CSN deneddyl inh: inhibitors of CSN-mediated cullin deneddylation, primary screen, biochemical, fluorescence polarization, uHTS; COP9 signalosome complex subunit 5 (Homo sapiens), Q92905; Purified CSN, SCF-Nedd8-OG deneddylation; inhibition, % at 12.5 µM; 360,000 compounds, 0.38% hits; AID 651999, 2013;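 active = pattern-corrected inhibition above about 35%, with an unprinted fluorescence ratio check between 0.5 and 1.5, limit read from the data, passing the limit was not always enough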;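 note: 0% = enzyme with substrate and 100% = substrate without enzyme; some results filed as inactive read as strong as hits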
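Detection – fluorescence polarization · System – HEK293T-derived human Csn5 enzyme · Controls – substrate-only high control, full reaction low control · Timing – 90 min, room temperature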
LMPTP inh: LMPTP phosphatase inhibitors, primary screen, biochemical, fluorescence intensity, uHTS; Low molecular weight phosphotyrosine protein phosphatase (Homo sapiens), P24666; recombinant LMPTP-A, OMFP fluorogenic substrate; inhibition, % at 20 µM; 360,000 compounds, 0.22% hits; AID 651560, 2012;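 active = compounds that cut the enzyme signal by at least half of the control window in the single-dose screen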;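 note: plate controls were DMSO wells with enzyme plus substrate for no effect and substrate without enzyme for full effect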
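Test system – LMPTP-A enzyme · Amount – LMPTP-A at 0.625 nM final in the reaction · Buffer or medium – Bis-Tris pH 6.0, DTT, detergent · Reagent – OMFP 400 µM · Doses – single 20 µM dose · Schedule – reaction 50 min, room temperature, dark · Detection – fluorescence intensity of OMFP turnover product · Evaluation – percent inhibition versus substrate-only and uninhibited controls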
SUMO1-SIM PPI: modulators of SUMO1 protein-protein interactions, primary screen, biochemical, uHTS. inhibition, % at 20 µM. 360,000 compounds, 0.33% hits. SUMO1 binding to a labelled peptide, TR-FRET, 1 h. AID 602429, 2012. Small ubiquitin-related modifier 1 (Homo sapiens), P63165; in the data active = inhibition above about 37%
STEP block: STEP phosphatase inhibitors, primary screen, biochemical, fluorescence intensity, uHTS; Tyrosine-protein phosphatase non-receptor type 5 (Homo sapiens), P54829; recombinant STEP, OMFP fluorogenic substrate; inhibition, % at 20 µM; 360,000 compounds, 0.25% hits;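 active = inhibition at 20 µM, scaled per plate between control wells, above about 37%, limit read from the data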;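 note: 0% = DMSO with enzyme and substrate and 100% = substrate only without enzyme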
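Material: STEP (striatal-enriched tyrosine phosphatase) enzyme, cell-free; Compound dosing: 20 µM single dose in 1% DMSO; Technique: fluorescence read at 480 nm ex / 540 nm em; Times: reaction 20 min, ambient temperature; Medium: 50 mM Bis-Tris pH 6.0 with 2.5 mM DTT and 0.005% Tween 20; Also added: OMFP at 25 µM.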
DNMT1 block: human DNMT1 methyltransferase inhibitors, primary screen, biochemical, molecular beacon, fluorescence, HinP1I cleavage, uHTS; inhibition (reported as % activation of signal), % at 10 µM; 360,000 compounds, 0.83% hits; AID 588458, 2011; in the data active = inhibition above about 50%
Target sequence (P26358 504-1616 limits assumed): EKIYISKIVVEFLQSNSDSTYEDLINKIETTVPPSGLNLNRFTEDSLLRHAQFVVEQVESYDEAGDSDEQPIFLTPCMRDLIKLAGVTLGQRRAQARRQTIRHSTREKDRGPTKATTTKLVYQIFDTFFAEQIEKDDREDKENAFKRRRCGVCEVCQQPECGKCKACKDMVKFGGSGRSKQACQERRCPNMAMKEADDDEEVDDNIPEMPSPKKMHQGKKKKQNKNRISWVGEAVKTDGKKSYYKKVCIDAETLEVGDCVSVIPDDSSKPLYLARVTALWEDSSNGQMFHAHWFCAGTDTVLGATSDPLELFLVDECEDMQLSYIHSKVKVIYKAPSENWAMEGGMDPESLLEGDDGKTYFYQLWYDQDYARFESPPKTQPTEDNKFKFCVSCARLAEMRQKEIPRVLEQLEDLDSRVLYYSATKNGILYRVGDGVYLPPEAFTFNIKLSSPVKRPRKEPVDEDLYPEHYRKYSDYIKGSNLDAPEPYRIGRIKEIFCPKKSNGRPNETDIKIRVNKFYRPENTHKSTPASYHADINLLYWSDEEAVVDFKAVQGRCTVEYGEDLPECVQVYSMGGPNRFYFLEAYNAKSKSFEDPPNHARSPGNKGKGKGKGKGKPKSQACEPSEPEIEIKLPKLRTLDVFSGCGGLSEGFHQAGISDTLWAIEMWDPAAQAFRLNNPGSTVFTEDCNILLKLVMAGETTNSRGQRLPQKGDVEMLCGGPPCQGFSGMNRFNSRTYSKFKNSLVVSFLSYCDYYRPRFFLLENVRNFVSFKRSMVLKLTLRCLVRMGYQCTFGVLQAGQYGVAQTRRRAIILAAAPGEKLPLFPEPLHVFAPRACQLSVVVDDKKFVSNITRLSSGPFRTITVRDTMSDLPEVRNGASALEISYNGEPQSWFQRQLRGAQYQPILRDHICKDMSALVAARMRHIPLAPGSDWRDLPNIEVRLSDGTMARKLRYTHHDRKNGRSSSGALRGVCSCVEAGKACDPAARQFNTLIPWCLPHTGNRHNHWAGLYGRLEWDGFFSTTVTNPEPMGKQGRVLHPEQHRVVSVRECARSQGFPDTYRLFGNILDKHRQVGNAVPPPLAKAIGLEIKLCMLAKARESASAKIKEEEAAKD
* hit, by the source's call; i = inactive; . = no result given.

Every second line gives: Scp-1 inhibitor	Tb MetRS inh	PABP1 MLLE inh	NadD inh	Rpn11 inh	CSN deneddyl inh	LMPTP inh	SUMO1-SIM PPI	STEP block	DNMT1 block
1: COc1ccc(OC)c(NC(=O)c2cc(-c3ccc(F)cc3OC(C)C)n[nH]2)c1
    .	-0.3	-10	-1	i	3	4.9	7	-2	-2
2: CCOCCn1c(SC(C)C(C)=O)nc2c1c(=O)[nH]c(=O)n2C (stereo not drawn)
    -11	-0.2	2	-12	i	2	-0.9	1	-3	1
3: CCn1c(=O)c2c(nc(SCc3ccccn3)n2C)n(C)c1=O
    -11	-0.9	-11	-5	i	-2	0.1	3	-1	1
4: O=C(Nc1ccccc1)C1=C[C@@H](C2CC2)C[C@@H](OCc2ccc(CO)cc2)O1
    2	-0.4	8	-4	i	0	-1.9	2	-2	0
5: COC(=O)c1ccc(N2CCN(c3ccccc3)CC2)c(N)c1
    -10	-0.2	3	-6	i	3	-0.5	4	-1	1
6: COc1ccc2occ(C(=O)c3coc4ccc(O)c(CN(C)C)c34)c2c1
    -5	-0.9	4	-5	i	6	3.5	2	0	0
7: Cc1ccccc1CSc1nsc(N)n1
    -7	-0.6	-2	-3	i	0	0.1	-3	2	0
8: CC(C)n1cnc2c(oc3ccccc32)c1=O
    -9	-0.6	-3	-3	i	0	1.7	-2	-1	1
9: CC(=O)NC(c1ccc(F)c(F)c1)c1nc(-c2cccc(F)c2)cs1 (stereo not drawn)
    .	-0.2	-3	-1	i	1	0.8	-2	-1	2
10: CC1(C)NC(=O)N(CC(O)COc2ccc(-c3ccccc3)cc2)C1=O (stereo not drawn)
    -7	-0.9	-1	-9	i	2	0.3	-3	3	0
11: CCOc1ccc(NC(=O)NCCCSC2CCCCC2)cc1
    -2	-0.8	-6	-5	i	0	1.6	2	2	-6
12: Cc1cccc2sc(NC(=O)CCn3cccc3)nc12
    -4	-1.0	1	-5	i	1	1.2	4	0	-11
13: CCCNC(=O)C1(C)CCCN(C(=O)CN2C(=O)c3ccccc3C2=O)C1 (stereo not drawn)
    .	-0.1	-2	-1	i	1	-1.5	-7	0	2
14: CCOC(=O)N1CCN(c2cc(N(C)CCO)c([N+](=O)[O-])c3nonc23)CC1
    -7	0.1	-24	0	i	3	1.6	-28	1	-6
15: CCOC(=O)c1cnc(-n2nc(C)cc2C)nc1N1CCOCC1
    -2	-0.7	6	8	i	-2	-0.7	0	2	-2

Individual results from the entries so far:
LMPTP inh, no. 1 = 4.9
NadD inh, no. 13 = -1
CSN deneddyl inh, no. 6 = 6
LMPTP inh, no. 4 = -1.9

Returning to the listing, starting 4 compounds before the break.
Every second line gives: Scp-1 inhibitor	Tb MetRS inh	PABP1 MLLE inh	NadD inh	Rpn11 inh	CSN deneddyl inh	LMPTP inh	SUMO1-SIM PPI	STEP block	DNMT1 block
12: Cc1cccc2sc(NC(=O)CCn3cccc3)nc12
    -4	-1.0	1	-5	i	1	1.2	4	0	-11
13: CCCNC(=O)C1(C)CCCN(C(=O)CN2C(=O)c3ccccc3C2=O)C1 (stereo not drawn)
    .	-0.1	-2	-1	i	1	-1.5	-7	0	2
14: CCOC(=O)N1CCN(c2cc(N(C)CCO)c([N+](=O)[O-])c3nonc23)CC1
    -7	0.1	-24	0	i	3	1.6	-28	1	-6
15: CCOC(=O)c1cnc(-n2nc(C)cc2C)nc1N1CCOCC1
    -2	-0.7	6	8	i	-2	-0.7	0	2	-2
16: COc1ccc(-c2[nH]ncc2CN2CCN(c3ccccn3)CC2)c(OC)c1
    -14	-0.5	4	-6	i	-7	-0.2	-4	-3	-6
17: S=c1nc(-c2ccccc2)c(-c2ccccc2)n[nH]1
    -8	-0.4	29	-6	i	-5	-1.4	12	2	-2
18: N#Cc1ccccc1Sc1ccccc1C(=O)OCc1nnc(-c2ccccc2)o1
    -9	0.1	-2	-1	i	-2	5.5	-3	4	-6
19: O=C(NCCc1ccccc1)c1ccc2nc3cc(Cl)ccc3c(=O)n2c1
    3	-0.6	-13	0	i	2	-0.3	-8	1	2
20: COc1ccc(C(=O)N2CCN(c3ccc(NC(=O)c4cccnc4)cc3)CC2)cc1
    -1	-0.1	-14	8	i	-4	0.1	3	1	-8
21: CCOC(=O)[C@H]1[C@H]2COc3ccc(C)cc3[C@@H]2N2C(=O)c3cc(F)ccc3NC(=O)[C@@]12C
    -9	-0.3	-5	-8	i	0	-0.2	0	-3	1
22: CC(=O)c1ccc(NC(=O)Nc2ccc(Br)cc2C)cc1
    -5	-0.6	2	-9	i	-5	0.3	-1	-1	2
23: CCn1c(SCc2ccc(Cl)c(Cl)c2)nnc1C(C)NC(=O)c1ccc(OC)cc1 (stereo not drawn)
    1	-0.1	-1	-1	i	-4	0.0	3	3	-4
24: O=C(NC(=S)N1CCCc2ccccc21)c1ccc(Br)cc1
    -5	-0.3	47*	6	i	-6	5.7	0	-1	-6
25: COc1cccc(NC(=O)C(=O)NCCc2ccc(F)cc2)c1
    -4	-0.2	1	10	i	-2	-1.7	-4	0	6
26: O=C(O)CN1C(=O)C2C3CC(C2C1=O)C1C(c2ccc(F)cc2)c2sc(=O)[nH]c2SC31 (stereo not drawn)
    -3	0.1	39*	3	i	2	-1.1	2	-2	2
27: COc1cc(/C=C/C(=O)OCC(=O)Nc2c(C)n(C)n(-c3ccccc3)c2=O)ccc1OCC#N
    -3	-0.5	-4	-1	i	-4	-1.1	-14	-2	1
28: COc1ccc(N/C=C(\C#N)S(=O)(=O)c2ccc(OC)cc2)cc1
    -12	-0.8	-10	-10	i	-4	0.5	-8	-2	-3
29: COc1ccccc1CC(=O)NNS(=O)(=O)c1cccc([N+](=O)[O-])c1
    -5	-0.3	14	-2	i	2	0.3	-18	1	-2
30: C=CCn1c(=O)c2c(nc(-n3nc(C)cc3C)n2C)n(C)c1=O
    -2	0.9	4	0	i	-2	-1.4	4	0	3
31: CC(=O)c1ccc(OCc2cn(CC(=O)c3ccc(O)cc3)nn2)cc1
    -8	-0.1	9	0	i	1	-0.4	6	2	37
32: O=C(N/N=C\c1cccc(Cl)c1)c1ccc(Cn2cc(Br)c([N+](=O)[O-])n2)o1
    -6	-0.6	3	8	i	0	2.5	-7	2	-6
33: O=c1c(-c2ccc(Cl)cc2)coc2c(CN3CCCCC3)c(O)ccc12
    -6	-0.7	1	2	i	2	-1.1	-4	14	-5
34: Cc1nc2ccccc2n1CCOc1ccc(F)cc1
    4	0.0	4	-4	i	3	1.4	5	0	-2
35: COc1ccc(CCNC(=O)COc2ccc(S(=O)(=O)N3CCOCC3)cc2)cc1
    -3	-0.2	15	-7	i	-1	0.7	2	-3	3
36: COc1ccc(S(=O)(=O)N2CCCCCC2)cc1C(=O)NCCc1ccc(F)cc1
    -12	-0.1	7	-5	i	-4	1.9	4	-1	-2
37: CCCc1cc(=O)oc2cc(Oc3ncccn3)ccc12
    -1	-0.7	-4	3	i	0	-0.3	3	-2	2
38: O=C(N/N=C/C=C\c1ccccc1[N+](=O)[O-])c1cc(-c2ccc3ccccc3c2)n[nH]1
    96*	0.0	-3	43*	i	33	42	-1	30	68*
39: CC(/C=N/NC(=O)c1cc(-c2ccncc2)nc2ccccc12)=C\c1ccco1
    5	-1.3	-4	18	i	3	3.7	1	-1	-12
40: Cc1cc(C(=O)COc2ccc(F)cc2Br)c(C)n1C
    -17	-1.6	-3	-7	i	-4	0.2	-1	1	-1
41: C=CCn1c(SCC(=O)N2CCOCC2)nc2ccccc2c1=O
    1	0.3	2	0	i	0	-1.2	-4	2	0
42: COc1ccc(CCNC(=O)c2cc3c(=O)n4ccccc4nc3n(Cc3ccco3)c2=N)cc1OC
    7	-0.2	-2	14	i	0	23	10	1	8
43: CCn1cc(C(=O)N2CCc3ccccc32)c(=O)c2cc(S(=O)(=O)N3CC(C)CC(C)C3)ccc21 (stereo not drawn)
    -5	0.3	-11	9	i	0	0.0	-2	2	-8
44: CC1CCc2sc3ncnc(N4CCN(CCO)CC4)c3c2C1 (stereo not drawn)
    -3	0.2	-6	-3	i	1	-0.5	3	1	4
45: O=C(CN1CCN(S(=O)(=O)c2ccc3ccccc3c2)CC1)Nc1ccc(N2CCOCC2)cc1
    2	0.0	-3	-2	i	3	-0.4	0	-1	-4
46: O=C(CCCNC(=O)c1ccc(Cl)cc1)Nc1cccc(F)c1
    -5	4.3	7	-5	i	-1	-0.2	2	-4	2
47: COc1ccc(CNC(=O)c2sc(=O)n(Cc3ccc(C)cc3)c2C)cc1OC
    .	-0.6	0	-3	i	0	1.0	2	1	0
48: CCOc1ccc(NC(=O)CN2CCN(C(=O)C3CCCO3)CC2)cc1 (stereo not drawn)
    -12	-0.3	1	-10	i	2	0.2	3	-2	0
49: O=C(COc1ccccc1)NNc1nc2ccccc2s1
    -7	-0.9	-4	-1	i	3	0.2	1	-2	-20
50: COc1ccc(N2CCN(S(=O)(=O)c3cc(Br)cnc3N)CC2)cc1
    1	-0.9	1	-3	i	-2	-1.1	-6	0	2
51: S=C(NCc1cccnc1)NCc1cccnc1
    -9	0.0	-40	-6	i	-5	-0.9	0	0	2
52: O=C(COC(=O)CCCc1nc2ccccc2s1)Nc1ncc(Cl)cc1Cl
    0	-0.1	5	-5	i	1	0.1	4	0	6
53: C[C@H]1CN=C(N(C)C)N1CCC1CCCC1
    -1	-0.3	1	-3	i	2	-1.8	5	-2	14
54: O=C(NCC(=O)N(c1ccc(F)cc1)C(C(=O)NC1CCCC1)c1cccnc1)c1ccco1 (stereo not drawn)
    4	-0.4	-6	6	i	7	0.3	2	1	-1
55: Cc1csc(C)[n+]1CC(=O)c1ccccc1
    -7	0.1	35	-1	i	-3	-1.0	7	0	0
